Source: PubChem BioAssay (Broad Institute)
TcdB inh – blocks C. difficile toxin B glycohydrolase activity; P18177; TcdB glycohydrolase enzymatic assay, plate reader; inhibition, % at 9.99 µM; 350,000 tested, 0.24% active; in the data active means inhibition above about 10%
* marks the source's active call; other numbers are inactive results. Only part of the results is shown, so the mix of outcomes need not match the whole.

Start of the data: the first five compounds (preview)
SMILES	TcdB inh
CO[C@@H]1CN(C)C(=O)c2ccc(NC(=O)Nc3cccc(F)c3)cc2OC[C@H](C)N(C(=O)Nc2c(C)noc2C)C[C@H]1C	-0.6
CO[C@@H]1CN(C)C(=O)c2cc(NC(=O)c3ccccc3F)ccc2OC[C@@H](C)N(CC2CC2)C[C@@H]1C	0.0
COc1cccc(C(=O)N2C[C@@H]3[C@H](c4ccccc42)[C@H](CO)N3Cc2cccnc2)c1	0.3
Cc1ccc(S(=O)(=O)Nc2ccc3c(c2)C(=O)N([C@H](C)CO)C[C@@H](C)[C@@H](CN(C)CC2CCCCC2)OCCCC[C@H](C)O3)cc1	0.1
C[C@@H]1CN([C@@H](C)CO)C(=O)c2cc(C#CCc3ccccc3)cnc2O[C@@H]1CN(C)CC1CCOCC1	0.0

Main list, repeating the preview:
SMILES	TcdB inh
CO[C@@H]1CN(C)C(=O)c2ccc(NC(=O)Nc3cccc(F)c3)cc2OC[C@H](C)N(C(=O)Nc2c(C)noc2C)C[C@H]1C	-0.6
CO[C@@H]1CN(C)C(=O)c2cc(NC(=O)c3ccccc3F)ccc2OC[C@@H](C)N(CC2CC2)C[C@@H]1C	0.0
COc1cccc(C(=O)N2C[C@@H]3[C@H](c4ccccc42)[C@H](CO)N3Cc2cccnc2)c1	0.3
Cc1ccc(S(=O)(=O)Nc2ccc3c(c2)C(=O)N([C@H](C)CO)C[C@@H](C)[C@@H](CN(C)CC2CCCCC2)OCCCC[C@H](C)O3)cc1	0.1
C[C@@H]1CN([C@@H](C)CO)C(=O)c2cc(C#CCc3ccccc3)cnc2O[C@@H]1CN(C)CC1CCOCC1	0.0
O=C(C[C@@H]1CC[C@H](NC(=O)C2CCOCC2)[C@H](CO)O1)NCC1CCCCC1	0.2
CCC(=O)N1C[C@H](C)[C@@H](OC)CN(C)C(=O)c2ccc(NC(=O)c3ccccc3)cc2OC[C@H]1C	-0.4
C[C@@H]1CN([C@H](C)CO)C(=O)c2cc(NC(=O)C3CCCCC3)ccc2O[C@@H](C)CCCCO[C@H]1CN(C)C(=O)Nc1ccc2c(c1)OCO2	-0.2
C[C@H](CO)N1C[C@H](C)[C@H](CN(C)S(=O)(=O)c2ccc(Cl)cc2)Oc2ccc(NC(=O)Nc3ccccc3)cc2C1=O	0.7
C[C@H]1CN([C@@H](C)CO)C(=O)c2cc(-c3cccc(C#N)c3)cnc2O[C@@H]1CN(C)Cc1ccncc1	-0.6
C[C@H]1CN([C@@H](C)CO)S(=O)(=O)c2ccc(Br)cc2O[C@H]1CN(C)C(=O)C1CC1	-1.0
C[C@H](O)C#Cc1ccc2c(c1)O[C@H](CN(C)Cc1ccncc1)[C@H](C)CN([C@@H](C)CO)S2(=O)=O	-0.7
Cc1cc(C(=O)Nc2cccc3c2O[C@@H](CN(C)C(=O)Nc2cccc4ccccc24)[C@H](C)CN([C@H](C)CO)C3=O)n(C)n1	-1.3
Cc1ccc(-c2cnc3c(c2)C(=O)N([C@H](C)CO)C[C@H](C)[C@@H](CN(C)CC2CCOCC2)O3)cc1	0.5
C[C@@H]1CN([C@H](C)CO)C(=O)Cc2cc(NC(=O)C3CC3)ccc2O[C@H]1CN(C)C(=O)Nc1ccc2c(c1)OCO2	-1.8
CCC(=O)N1[C@H](CO)[C@H]2c3ccccc3N(C(=O)c3ccc4c(c3)OCO4)C[C@H]21	-1.5
COc1ccc(NC(=O)N(C)C[C@@H]2Oc3ccc(NC(=O)NC(C)C)cc3CC(=O)N([C@@H](C)CO)C[C@@H]2C)cc1	0.1
COc1ccc2c3c(n(C)c2c1)[C@@H](CO)N(S(C)(=O)=O)CC31CCN(CC2CC2)CC1	-3.3
COCC#Cc1ccc([C@@H]2[C@@H](C#N)N(C(=O)Cc3ccccc3)[C@@H]2CO)cc1	0.5
CN(C)CCCNC(=O)C[C@H]1CC[C@H]2[C@@H](COc3ccc(NC(=O)c4ccccc4F)cc3C(=O)N2C)O1	-0.9
CCN(C[C@H]1N[C@H](CO)[C@@H]1c1ccc(-c2cccc(F)c2)cc1)C(=O)COC	-1.9
CO[C@H]1CN(C)C(=O)c2cc(NC(C)=O)ccc2OC[C@@H](C)N(Cc2ccccc2C(=O)O)C[C@@H]1C	-0.2
C[C@@H]1CN([C@@H](C)CO)C(=O)c2cc(NC(=O)CCCCCC(=O)Nc3ccccc3N)ccc2O[C@@H]1CN(C)C(=O)Nc1ccccc1	-0.1
C[C@@H]1CN([C@@H](C)CO)C(=O)Cc2cc(NC(=O)Cc3cn(C)c4ccccc34)ccc2O[C@H]1CN(C)C(=O)Nc1cccc2ccccc12	-0.1
O=C(C[C@@H]1C=C[C@H](NC(=O)CC2CC2)[C@@H](CO)O1)NCC(F)(F)F	-0.2
CN(C)C(=O)C[C@@H]1CC[C@H]2[C@H](COc3ccc(NC(=O)C4CCC4)cc3C(=O)N2C)O1	-6.3
C[C@H]1CN([C@@H](C)CO)S(=O)(=O)c2ccc(C#CC3CC3)cc2O[C@@H]1CN(C)Cc1ccncc1	-0.5
O=C(Nc1ccccc1)N1C[C@@H]2[C@H](c3ccccc31)[C@@H](CO)N2C(=O)c1ccccn1	-19.0
COc1ccc(NC(=O)N(C)C[C@@H]2Oc3cc(-c4ccncc4)ccc3S(=O)(=O)N([C@@H](C)CO)C[C@@H]2C)cc1	0.9
Cc1noc(C)c1NC(=O)N(C)C[C@H]1Oc2c(NC(=O)C3CC3)cccc2C(=O)N([C@@H](C)CO)C[C@H]1C	0.2
CCCNC(=O)N1[C@H](C#N)[C@@H](c2ccccc2)[C@H]1CO	-1.5
CNC[C@@H]1Oc2ccc(NS(=O)(=O)c3cccs3)cc2CC(=O)N([C@H](C)CO)C[C@@H]1C	-0.4
C/C=C/c1ccc([C@H]2[C@@H](CO)N3C(=O)CN(C(=O)CC4CC4)C[C@@H]23)cc1	-0.7
O=C(NC1CCCC1)N1CC2(C1)[C@@H](c1ccccc1)[C@@H](CO)N2CC1CCCC1	0.5
COc1cccc(NC(=O)N[C@H]2C=C[C@@H](CC(=O)N3CCCCC3)O[C@@H]2CO)c1	-1.0
COc1ccc(S(=O)(=O)N(C)C[C@H]2Oc3ccc(NC(=O)CCN4CCOCC4)cc3CC(=O)N([C@@H](C)CO)C[C@H]2C)cc1	0.2

A different layout for some results above.
O=C(Nc1ccccc1)N1C[C@@H]2[C@H](c3ccccc31)[C@@H](CO)N2C(=O)c1ccccn1
- TcdB inh: -19.0

COc1ccc(NC(=O)N(C)C[C@@H]2Oc3cc(-c4ccncc4)ccc3S(=O)(=O)N([C@@H](C)CO)C[C@@H]2C)cc1
- TcdB inh: 0.9

Additional compounds
SMILES	TcdB inh
O=C(C[C@H]1C=C[C@H](NC(=O)Nc2ccc3c(c2)OCO3)[C@@H](CO)O1)NCc1ccc2c(c1)OCO2	1.1
O=C(Nc1ccccc1F)N[C@H]1CC[C@@H](CCNC(=O)C2CCCC2)O[C@@H]1CO	-1.0
O=C(C1CCOCC1)N1CC[C@@H]2[C@H]1c1cc(-c3ccc(F)cc3)ccc1N[C@@H]2CO	-0.9
C[C@@H]1CCCCO[C@@H](CN(C)S(=O)(=O)c2ccc(Cl)cc2)[C@@H](C)CN([C@H](C)CO)C(=O)c2cc(NC(=O)c3ccccc3)ccc2O1	-0.2
CC(C)NC(=O)Nc1cccc2c1O[C@@H](CN(C)Cc1ccc(Cl)c(Cl)c1)[C@@H](C)CN([C@@H](C)CO)C2=O	1.4
CN1C(=O)c2cc(NC(=O)c3ccc(F)c(F)c3)ccc2OC[C@H]2O[C@@H](CC(=O)N[C@@H]3CCN(Cc4ccccc4)C3)CC[C@H]21	1.0
CCCc1cn(CC[C@H]2CC[C@@H](NC(=O)C3CCC3)[C@H](CO)O2)nn1	0.9
COc1cccc(-c2ccc3n(c2=O)C[C@@H]2[C@@H](CO)[C@H](C(=O)N(C)C)[C@H]3N2Cc2cncnc2)c1	-1.0
CN1c2ccc(Br)cc2[C@H]2[C@H](CCN2C(=O)C2CCOCC2)[C@H]1CO	-0.5
O=C(Cc1ccccc1)N[C@@H]1C=C[C@@H](CC(=O)N2CCCCC2)O[C@H]1CO	-13.4
C[C@@H]1CCCCO[C@H](CN(C)Cc2ccncc2)[C@H](C)CN([C@H](C)CO)C(=O)c2cc(NC(=O)c3ccccc3)ccc2O1	-1.3
C[C@@H]1CCCCO[C@H](CN(C)Cc2ccc3c(c2)OCO3)[C@@H](C)CN([C@@H](C)CO)C(=O)c2cc(NS(=O)(=O)c3ccc(Cl)cc3)ccc2O1	0.2

Quoted from the listing:
Value for `COc1cccc(NC(=O)N[C@H]2C=C[C@@H](CC(=O)N3CCCCC3)O[C@@H]2CO)c1` in TcdB inh: -1.0
Value for `O=C(C1CCOCC1)N1CC[C@@H]2[C@H]1c1cc(-c3ccc(F)cc3)ccc1N[C@@H]2CO` in TcdB inh: -0.9
Value for `Cc1cc(C(=O)Nc2cccc3c2O[C@@H](CN(C)C(=O)Nc2cccc4ccccc24)[C@H](C)CN([C@H](C)CO)C3=O)n(C)n1` in TcdB inh: -1.3
Value for `COc1ccc2c3c(n(C)c2c1)[C@@H](CO)N(S(C)(=O)=O)CC31CCN(CC2CC2)CC1` in TcdB inh: -3.3

Further entries follow.
SMILES	TcdB inh
O=C(N[C@@H]1CC[C@@H](CC(=O)N2CCOCC2)O[C@@H]1CO)c1ccc2c(c1)OCO2	1.1
CC(C)OC(=O)N(C)C[C@@H]1OCc2ccccc2-c2ccccc2C(=O)N([C@H](C)CO)C[C@H]1C	-0.5
COc1ccc(C#Cc2ccc3c(c2)[C@@H]2[C@@H](CCN2C(=O)c2ccncc2)[C@@H](CO)N3C)cc1	0.3
CCCC(=O)Nc1ccc2c(c1)C(=O)N(C)C[C@@H](OC)[C@@H](C)CN(Cc1cncnc1)[C@@H](C)CO2	-0.3
CC(=O)N(C)C[C@@H]1[C@@H](c2ccc(C#Cc3ccccn3)cc2)[C@@H](CO)N1C(C)=O	0.1
CO[C@H]1CN(C)C(=O)c2ccc(NC(=O)c3ccccc3)cc2OC[C@H](C)N(C)C[C@H]1C	1.3
C[C@@H]1CN([C@H](C)CO)S(=O)(=O)c2ccc(C#C[C@@H](C)O)cc2O[C@H]1CN(C)Cc1ccncc1	0.3
C[C@H](CO)N1C[C@H](C)[C@@H](CN(C)CC2CCCCC2)Oc2ccc(NC(=O)NC3CCCCC3)cc2C1=O	-0.6
COc1ccc(S(=O)(=O)N[C@@H]2C=C[C@H](CC(=O)N3CCC(Cc4ccccc4)CC3)O[C@@H]2CO)cc1	-1.1
C/C=C/c1ccc2c(c1)O[C@@H](CN(C)C(=O)Cc1ccccn1)[C@H](C)CN([C@H](C)CO)S2(=O)=O	-2.3
CO[C@@H]1CN(C)C(=O)c2cc(NC(C)=O)ccc2OC[C@H](C)N(C(=O)C2CCCCC2)C[C@@H]1C	-0.8
COc1cccc(S(=O)(=O)N[C@@H]2C=C[C@H](CC(=O)NC3Cc4ccccc4C3)O[C@H]2CO)c1	-0.8
Cn1cnc(S(=O)(=O)N[C@@H]2C=C[C@@H](CC(=O)NCC3CCCCC3)O[C@H]2CO)c1	1.1
O=C(Nc1cccc(F)c1)N1C[C@H]2[C@@H](c3ccccc31)[C@@H](CO)N2C(=O)Cc1ccccc1	0.3
C[C@@H]1CN([C@H](C)CO)S(=O)(=O)c2ccc(C#CC(C)(C)O)cc2O[C@H]1CN(C)Cc1ccc(-c2ccccc2)cc1	0.4
C[C@@H]1CN([C@@H](C)CO)C(=O)c2c(c3ccccc3n2C)-c2ccccc2CO[C@H]1CN(C)S(=O)(=O)c1ccsc1	-7.8
C[C@H]1CN([C@@H](C)CO)S(=O)(=O)c2ccc(-c3cccc(C(=O)N(C)C)c3)cc2O[C@@H]1CN(C)C(=O)Nc1ccc(F)cc1	0.1
Cc1ccc(-c2ccc3c(c2)O[C@H](CN(C)Cc2ccncc2)[C@H](C)CN([C@@H](C)CO)S3(=O)=O)cc1	-1.4
C[C@@H]1CCCCO[C@@H](CN(C)Cc2ccc(Cl)c(Cl)c2)[C@H](C)CN([C@H](C)CO)C(=O)c2cc(NS(C)(=O)=O)ccc2O1	-0.4
C[C@@H]1CN([C@@H](C)CO)C(=O)Cc2cc(NC(=O)Cc3ccccc3)ccc2O[C@H]1CN(C)C(=O)Nc1ccc(F)cc1	1.1
Cc1noc(C)c1S(=O)(=O)N(C)C[C@@H]1OCCCC[C@H](C)Oc2ccc(NC(=O)C3CCCCC3)cc2C(=O)N([C@H](C)CO)C[C@H]1C	-3.7
O=C(C[C@H]1C=C[C@H](NS(=O)(=O)c2ccccc2)[C@H](CO)O1)N1CCc2ccccc2C1	-0.2
COCC#Cc1ccc2c(c1)O[C@H](CN(C)Cc1ccc(F)cc1)[C@@H](C)CN([C@H](C)CO)S2(=O)=O	2.6
O=C(N[C@H]1CC[C@@H](CCNS(=O)(=O)c2ccccc2Cl)O[C@H]1CO)c1ccccc1	-0.7
C[C@@H]1CN([C@H](C)CO)C(=O)Cc2cc(NC(=O)Cn3cnnn3)ccc2O[C@H]1CN(C)S(=O)(=O)c1ccccc1	-0.8
COc1cccc(NC(=O)N(C)C[C@H]2OCc3ccccc3-c3c(n(C)c4ccccc34)C(=O)N([C@@H](C)CO)C[C@@H]2C)c1	1.3
COCC(=O)Nc1ccc2c(c1)C(=O)N(C)C[C@@H](OC)[C@@H](C)CN(C(=O)Cc1cccnc1)[C@H](C)CO2	0.1
COC(=O)C[C@H]1CC[C@@H](NC(=O)c2ccccc2)[C@@H](CO)O1	-0.8
C[C@H](O)C#Cc1ccc([C@H]2[C@H]3CN(C(=O)c4cccc(F)c4)CCCCN3[C@H]2CO)cc1	-0.5
CC(C)NC(=O)N(C)C[C@H]1OCCCC[C@H](C)Oc2ccc(NS(=O)(=O)c3ccccc3)cc2C(=O)N([C@H](C)CO)C[C@@H]1C	0.0
Cc1ccc(S(=O)(=O)Nc2ccc3c(c2)C(=O)N([C@@H](C)CO)C[C@H](C)[C@H](CN(C)S(=O)(=O)c2c(C)noc2C)OCCCC[C@@H](C)O3)cc1	0.2
C[C@H](NC(=O)N(C)C[C@@H]1OCc2ccccc2-c2c(n(C)c3ccccc23)C(=O)N([C@@H](C)CO)C[C@@H]1C)c1ccccc1	0.2
O=C(Nc1cc(F)ccc1F)N[C@H]1CC[C@H](CC(=O)N2CCc3ccccc3C2)O[C@@H]1CO	-1.5
C[C@H]1CCCCO[C@@H](CN(C)Cc2ccncc2)[C@@H](C)CN([C@@H](C)CO)C(=O)c2cc(NS(=O)(=O)c3ccc(Cl)cc3)ccc2O1	-1.0
O=C(Nc1ccccc1F)N1C[C@@H]2[C@H](c3ccccc31)[C@H](CO)N2C(=O)C1CCOCC1	-2.7
